KOR beta-arrestin-1: KOR agonists, beta-arrestin recruitment, primary screen, cell-based, luminescence, uHTS (AID 1777) | KOR beta-arrestin recruitment, luminescence; higher % means a stronger effect | one-dose activation, % at 10 µM; EC50 in µM for titrated hits | actives 0.02% (n = 280,000); in the data active means activation above about 50%, passing the limit was not always enough; further: a part of the inactive calls stands beside numbers as strong as those of hits
NOD1 inhibition: inhibition of NOD1-driven NF-kB reporter – cell-based, luminescence, uHTS, primary screen (AID 1578); actives 1% (n = 290,000); one-dose inhibition, % at 4 µM; EC50 in µM for titrated hits; NOD1-driven NF-kB luciferase reporter cells, luminescence; higher % means a stronger effect; in the data active means inhibition mostly above about 36%, no sharp cut-off; inactive means mostly below about 34%;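 further: HEK-293T reporter cells stimulated with the NOD1 agonist gamma-tri-DAP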
GPR55 LPI antagonism: GPR55 antagonists blocking LPI-driven arrestin recruitment, primary screen, imaging, U2OS, beta-arrestin-GFP, LPI agonist (AID 2013) | U2OS GPR55 beta-arrestin-GFP translocation imaging, LPI antagonism; higher % means a stronger effect | inhibition, % at 10 µM, or IC50 in µM where a hit was titrated | actives 0.13% (n = 290,000);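 active means spots per cell inhibited over 60%, with over 100 cells counted and total cytoplasm intensity under 500,000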;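 further: U2OS cells stably carrying GPR55 and arrestin-GFP stimulated by 5 µM LPI near EC80; imaged beta-arrestin-GFP aggregate spots per cell after agonist stimulation; plate controls were LPI-stimulated DMSO wells for no effect and DMSO wells without LPI for full effect; some results filed as inactive read as strong as hits; confirmed hits need IC50 under 10 µM and bright autofluorescent wells are also inconclusive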
HIV peptide binding: cell-free HIV fusion peptide-binding blockers – biochemical, uHTS, fluorescence dequenching, primary screen (AID 1986) | cell-free peptide binding, fluorescence dequenching, 30 min; higher % means a stronger effect | one-dose inhibition, % at 20 µM; IC50 in µM for titrated hits | actives 0.3% (n = 290,000); in the data active means inhibition mostly above about 52%, no sharp cut-off; inactive means mostly below about 76%; further: some results filed as inactive read as strong as hits
Myeloid diff MLP: promotes myeloid progenitor differentiation | AID 624256 | ER-HoxA9 myeloid progenitors, lysozyme-GFP differentiation, flow cytometry | calls only at 10 µM | actives 1% (n = 360,000);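 active means normalized GFP-positive differentiation at or above the plate's own cutoff, the solvent-only control mean plus 3 SD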;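 further: cells exposed to compound for four days before flow analysis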
HEK293 NOD2/NF-kB: inhibition of NOD2-driven NF-kB reporter – cell-based, luminescence, uHTS, HEK293 (AID 1566); HEK293 NOD2/NF-kB luciferase reporter, luminescence; higher % means a stronger effect; one-dose inhibition, % at 4 µM; EC50 in µM for titrated hits; actives 0.63% (n = 290,000); further: many of its hits are not listed in these tables
KOR beta-arrestin-2: KOR antagonists, beta-arrestin recruitment, cell-based, luminescence, uHTS (AID 1778). KOR beta-arrestin recruitment, luminescence, antagonist mode; higher % means a stronger effect. inhibition, % at 10 µM, or IC50 in µM where a hit was titrated. actives 0.091% (n = 290,000); further: strong numbers were not always called active
GPR35 antagonists: GPR35 antagonists blocking zaprinast-driven arrestin recruitment, primary screen, imaging, U2OS, beta-arrestin-GFP, zaprinast agonist (AID 2058); U2OS GPR35 beta-arrestin-GFP translocation imaging, zaprinast antagonism; higher % means a stronger effect; inhibition, % at 10 µM, or IC50 in µM where a hit was titrated; actives 0.052% (n = 290,000);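 active means inhibition of at least 50% with at least 30 cells and total cytoplasm GFP at most 10,000,000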
GPR55 activation: GPR55 agonists via beta-arrestin recruitment, primary screen, imaging, U2OS cells, beta-arrestin-GFP redistribution (AID 1961). actives 0.048% (n = 290,000). activation, % at 10 µM, or EC50 in µM where a hit was titrated. U2OS GPR55 beta-arrestin-GFP redistribution imaging; higher % means a stronger effect;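 active means activation above 40% with more than 50 cells counted in the well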;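 further: U2OS osteosarcoma cells stably expressing GPR55 and beta-arrestin-GFP; plate controls were DMSO negative control for no effect and LPI positive control for full effect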
Myeloid diff MLP GFP+ MAC1+ %: second read-out of Myeloid diff MLP, no call of its own (marks repeat the call); GFP+ MAC1+ double positive, %; measured here: differentiation confirmed by MAC1 staining
Starred values were filed as active, the others as inactive; i = inactive; nt = not tested or not shown; [ ] = another dose, or the depositor's remark. Unless noted, no stated cut-off is given here; in the data, active means inhibition above about 50%; inactive means the rest. These rows are one share of the data. The share of hits here may be higher or lower than overall.

Order of values – GPR35 antagonists	KOR beta-arrestin-1	HEK293 NOD2/NF-kB	GPR55 LPI antagonism	Myeloid diff MLP	Myeloid diff MLP GFP+ MAC1+ %	HIV peptide binding	GPR55 activation	NOD1 inhibition	KOR beta-arrestin-2
- Nc1nc(NCCN2CCOCC2)nc(NCc2ccccc2)c1[N+](=O)[O-]
  10%	nt	10%	2%	i	0.5	-2.6%	0.3%	-4%	-1%
- O=C(O)c1ccc(N/N=C/c2ccc(OC(=O)c3ccccc3Cl)cc2)cc1
  23%	0.5%	nt	10%	i	0.3	60%	0.7%	nt	-36%
- N#CCSc1nc2c(sc(=S)n2Cc2ccco2)c(=O)n1-c1ccc(F)cc1
  -8%	1.8%	-9%	2%	i	1.4	2.3%	-0.1%	66%*	14%
- Cc1ccccc1NC(=O)CN1C(=O)NC2(CCCCC2)C1=O
  20%	0.4%	7%	7%	i	1.4	2.4%	0.2%	4%	-39%
- O=C1NC(=O)C(CC(=O)N(c2ccccc2)C2(C(=O)NC3CCCC3)CCCCC2)N1 (centres undefined)
  -8%	4.8%	14%	22%	i	0.7	9.6%	-0.1%	-3%	-8%
- O=C(COC(=O)CCCSc1nc2ccccc2[nH]1)Nc1ccc(Oc2ccccc2)cc1
  -6%	0.7%	24%	4%	i	0.5	0.0%	-0.2%	-8%	-36%
- CCCCn1c(-c2csc(CC)c2)n[nH]c1=S
  3%	2.3%	4%	3%	i	0.3	-1.8%	-0.2%	18%	-19%
- Cc1cc(C(F)(F)F)nc(CCNCc2c(C(=O)N3CCCC3)nc3ccccn23)n1
  -9%	nt	13%	12%	i	0.3	0.1%	-0.1%	-26%	-21%[20 µM]
- O=C(Nc1cccc(C(F)(F)F)c1)c1cc(S(=O)(=O)N2CCCCC2)ccc1N1CCOCC1
  -19%	-5.8%	5%	4%	i	1.9	-2.5%	-0.3%	-21%	-8%
- COc1ccc(C2CC23N=C(c2ccccc2)OC3=O)cc1 (centres undefined)
  -2%	-1.2%	7%	18%	i	0.1	3.8%	-0.1%	-26%	4%

Profiles from above. Screens in order: GPR35 antagonists	KOR beta-arrestin-1	HEK293 NOD2/NF-kB	GPR55 LPI antagonism	Myeloid diff MLP	Myeloid diff MLP GFP+ MAC1+ %	HIV peptide binding	GPR55 activation	NOD1 inhibition	KOR beta-arrestin-2
`CCCCn1c(-c2csc(CC)c2)n[nH]c1=S` across the screens: 3%	2.3%	4%	3%	i	0.3	-1.8%	-0.2%	18%	-19%
`O=C(COC(=O)CCCSc1nc2ccccc2[nH]1)Nc1ccc(Oc2ccccc2)cc1` across the screens: -6%	0.7%	24%	4%	i	0.5	0.0%	-0.2%	-8%	-36%
`COc1ccc(C2CC23N=C(c2ccccc2)OC3=O)cc1` (centres undefined) across the screens: -2%	-1.2%	7%	18%	i	0.1	3.8%	-0.1%	-26%	4%
`Nc1nc(NCCN2CCOCC2)nc(NCc2ccccc2)c1[N+](=O)[O-]` across the screens: 10%	nt	10%	2%	i	0.5	-2.6%	0.3%	-4%	-1%
`Cc1cc(C(F)(F)F)nc(CCNCc2c(C(=O)N3CCCC3)nc3ccccn23)n1` across the screens: -9%	nt	13%	12%	i	0.3	0.1%	-0.1%	-26%	-21%[20 µM]

Continued:
Order of values – GPR35 antagonists	KOR beta-arrestin-1	HEK293 NOD2/NF-kB	GPR55 LPI antagonism	Myeloid diff MLP	Myeloid diff MLP GFP+ MAC1+ %	HIV peptide binding	GPR55 activation	NOD1 inhibition	KOR beta-arrestin-2
- Cc1cc(NC(=O)/C(C#N)=C/c2ccc(-c3cccc(C(F)(F)F)c3)o2)n(-c2ccccc2)n1
  -5%	6.9%	7%	8%	i	0.5	15%	-0.2%	-31%	2%
- COc1cc(-c2nc(C(=O)NC3CCCCC3)cc3c2[nH]c2ccccc23)cc(OC)c1OC
  -13%	0.1%	35%	7%	i	3.2	2.5%	-0.2%	-1%	-25%[20 µM]
- CCN(CC)S(=O)(=O)c1ccc(N2CCOCC2)c(NS(=O)(=O)c2cc(C(C)(C)C)ccc2C)c1
  -1%	4.1%	-7%	13%	i	1.5	-0.1%	-0.3%	-26%	-10%
- CC1CCCC(C)N1C(=O)c1ccc2c(c1)S(=O)(=O)c1ccccc1C2=O (centres undefined)
  -12%	10%	9%	-2%	i	1.2	-1.8%	0.2%	13%	-29%
- COC(=O)c1cccc(NC(=O)/C(=C\c2ccccc2)NC(=O)c2ccccc2Cl)c1
  11%	-1.3%	-23%	30%	i	7.1	0.3%	-0.2%	-35%	4%

Entries from the list above containing a cyano group:
Order of values – GPR35 antagonists	KOR beta-arrestin-1	HEK293 NOD2/NF-kB	GPR55 LPI antagonism	Myeloid diff MLP	Myeloid diff MLP GFP+ MAC1+ %	HIV peptide binding	GPR55 activation	NOD1 inhibition	KOR beta-arrestin-2
- N#CCSc1nc2c(sc(=S)n2Cc2ccco2)c(=O)n1-c1ccc(F)cc1
  -8%	1.8%	-9%	2%	i	1.4	2.3%	-0.1%	66%*	14%
- Cc1cc(NC(=O)/C(C#N)=C/c2ccc(-c3cccc(C(F)(F)F)c3)o2)n(-c2ccccc2)n1
  -5%	6.9%	7%	8%	i	0.5	15%	-0.2%	-31%	2%

Screening data deposited in PubChem BioAssay by several laboratories.
